CHO parental Ca = counter-screen: ATP calcium response change in parental CHO cells; parental CHO-K1, ATP-induced calcium, Fluo-8 fluorescence; inhibition, % at 5.6 µM; 0.63% of 330,000 active; AID 463079;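 active means inhibition above that plate's mean sample inhibition plus 3 SD, cut at about 26% in these data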;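 further: 0% = ATP-challenged DMSO wells and 100% = DMSO wells without ATP; some compounds past the cut are filed as inactive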
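Material – parental CHO cells · Reagent – ATP stimulus · Compound – single nominal dose of 5.6 µM per compound · Detection – Fluo-8 fluorescence · Read-out basis – percent inhibition of calcium signal · Controls – ATP-challenged DMSO wells low, unchallenged DMSO wells high · Repeats – no replicates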
CHO-K1 Ca antag = nonselective inhibitor or artifact in parental CHO-K1 cells; inhibition, % at 3 µM; ATP-induced calcium, Fluo-8 fluorescence; 0.6% of 360,000 active; AID 602250;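 active means inhibition above a per-plate cutoff, the plate's mean sample inhibition plus 3 SD, cut at about 24% in these data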;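 further: 0% = DMSO plus EC80 ATP and 100% = DMSO alone without ATP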
M1 PAM parental = M1 PAM counterscreen hit in parental CHO-K1 cells | ATP EC20, Fluo-8 calcium fluorescence; 0% at ATP EC20, 100% at ATP max | activation, % at 3 µM | 0.02% of 360,000 active;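 active means activation above the run cutoff, the mean activation of all test compounds plus 3 SD, cut at about 40% in these data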;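 further: peak over basal fluorescence ratio in a 140 s read after ATP addition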
M1 ag parental = counter-screen for M1 agonists: effect in parental CHO-K1 cells. Fluo-8 calcium fluorescence; scaled to maximal ATP response, vehicle zero. activation, % at 3 µM. 0.48% of 360,000 active. AID 602248; in the data active means activation above about 15%;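 further: untransfected CHO-K1 host cells lacking M1 receptor as counterscreen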
GPR7 antagonist = antagonists of human GPR7 (neuropeptides B/W receptor 1). 1.1% of 290,000 active. inhibition, % at 4.4 µM. GPR7-expressing cells, fluorescence antagonist assay; in the data active means inhibition above about 16%, passing the limit was not always enough;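 further: cells stimulated with the agonist NPW; 0% = agonist with vehicle and 100% = vehicle without agonist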
Target sequence (P48145 whole entry, looked up): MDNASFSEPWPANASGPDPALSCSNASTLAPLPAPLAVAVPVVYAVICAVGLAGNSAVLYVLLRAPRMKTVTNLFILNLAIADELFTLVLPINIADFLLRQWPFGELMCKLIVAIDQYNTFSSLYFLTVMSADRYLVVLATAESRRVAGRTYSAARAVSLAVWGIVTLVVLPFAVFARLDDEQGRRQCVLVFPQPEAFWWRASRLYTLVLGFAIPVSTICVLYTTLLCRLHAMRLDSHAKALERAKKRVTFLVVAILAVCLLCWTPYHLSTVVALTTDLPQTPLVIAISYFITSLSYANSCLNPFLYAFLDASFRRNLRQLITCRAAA
OXTR ag = activates the human oxytocin receptor; P30559; CHO-OTR cells, Fluo-8 calcium fluorescence; normalized: DMSO 0%, oxytocin 100%; activation, % at 3 µM; 0.32% of 320,000 active; AID 2435;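 active means activation above the mean of all tested compounds plus 3 SD, cutoff set per screening run, cut at about 20% in these data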;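 further: peak over basal fluorescence ratio from a 100 s FLIPR kinetic read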
Target sequence (P30559 whole entry, looked up): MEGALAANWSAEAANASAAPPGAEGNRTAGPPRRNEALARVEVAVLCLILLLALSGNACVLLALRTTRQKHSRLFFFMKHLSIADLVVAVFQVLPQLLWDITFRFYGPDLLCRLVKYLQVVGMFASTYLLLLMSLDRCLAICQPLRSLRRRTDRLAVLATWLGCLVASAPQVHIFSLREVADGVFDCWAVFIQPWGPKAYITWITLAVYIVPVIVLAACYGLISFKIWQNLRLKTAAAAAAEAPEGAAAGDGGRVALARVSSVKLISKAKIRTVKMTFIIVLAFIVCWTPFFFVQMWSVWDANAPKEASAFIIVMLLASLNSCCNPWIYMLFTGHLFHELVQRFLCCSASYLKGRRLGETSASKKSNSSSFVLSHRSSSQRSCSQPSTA
V1aR counter = counter-screen for oxytocin receptor agonists: human V1a receptor agonists. P37288. CHO-V1R cells, Fluo-8 calcium fluorescence, agonist mode; 0% DMSO, 100% 3 nM vasopressin. activation, % at 3 µM. 0.25% of 320,000 active. AID 2797;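 active means activation above the mean activation of all tested compounds plus 3 SD, per screening run, cut at about 20% in these data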;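 further: signal is peak over basal fluorescence ratio across a 100 second FLIPR read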
TAAR1 antagonist = antagonists of human TAAR1; 1.5% of 360,000 active; inhibition, % at 3 µM; Q96RJ0; AID 624466; CHO RD-HGA16 TAAR1, Fluo-8 calcium fluorescence, antagonist;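 active means inhibition above a per-plate cutoff, the mean inhibition of test compounds on that plate plus 3 SD, cut at about 49% in these data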;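 further: 0% = DMSO plus EC80 beta-PEA response and 100% = DMSO alone without agonist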
Target sequence (Q96RJ0 whole entry, looked up): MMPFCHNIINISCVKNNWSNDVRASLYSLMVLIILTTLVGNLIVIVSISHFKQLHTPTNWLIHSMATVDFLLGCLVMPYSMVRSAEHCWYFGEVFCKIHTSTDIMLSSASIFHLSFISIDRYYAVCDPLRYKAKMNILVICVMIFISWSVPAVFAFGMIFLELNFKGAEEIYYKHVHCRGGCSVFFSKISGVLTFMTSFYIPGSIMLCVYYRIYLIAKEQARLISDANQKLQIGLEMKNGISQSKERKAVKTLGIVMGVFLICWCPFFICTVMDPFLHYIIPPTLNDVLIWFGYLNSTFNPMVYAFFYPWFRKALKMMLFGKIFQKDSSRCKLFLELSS
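Assay system: RD-HGA16 CHO cells with stable hTAAR1 and Gα16 / Reagent: EC80 β-phenethylamine stimulus / Doses: 3 µM, single point / Timing: dye loading 75 min at 37 °C, then 30 min room temperature / Measured by: Fluo-8 intracellular calcium dye fluorescence, real-time kinetic reads / Controls: vehicle wells and EC80 agonist wells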
OXTR potentiate = human OXTR potentiation; P30559; CHO-OTR cells, Fluo-8 calcium fluorescence, potentiator mode; 0% = oxytocin EC15, 100% = EC100; activation, % at 3 µM; 0.061% of 320,000 active;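 active means activation above that plate's cutoff, the mean activation of tested compounds plus 3 SD, cut at about 6.6% in these data, passing the limit was not always enough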;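 further: 100% uses oxytocin at 75 nM as the full agonist control; some results filed as inactive read as strong as hits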
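Assay system: CHO-OTR cells, human receptor / Also added: oxytocin at about EC15, sub-maximal agonist stimulus / Dosing: single dose, 3.0 µM nominal final compound concentration / Incubation: 6 min pre-incubation, 100 s read / Technique: Fluo-8 calcium dye fluorescence / Read-out: % activation vs EC15 and EC100 oxytocin / Benchmarks: EC15 oxytocin low, 75 nM oxytocin high / Replicates: singlicate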
Numbers without * were called inactive; . = not tested or not shown; & = joins results of further samples.

SMILES | CHO parental Ca | CHO-K1 Ca antag | M1 PAM parental | M1 ag parental | GPR7 antagonist | OXTR ag | V1aR counter | TAAR1 antagonist | OXTR potentiate
CCCc1cc(=O)oc2cc(C)cc(OCC(=O)NC3CC3)c12 | -15 | -6 | -3 | 0.0 | -10 | -0.3 | -0.7 | -3 | -1
COc1ccccc1NC(=O)c1c(O)c2ccccc2[nH]c1=O | -4 | 2 | 0 | -0.4 | -3 | 0.1 | 0.4 | 0 | -11
COc1ccc(NS(=O)(=O)c2ccc(OCC(=O)N3CCOCC3)cc2)cc1Cl | 2 | 3 | 12 | 8.0 | 3 | 5.1 | 6.9 | -12 | -13
Cc1ccc(N(CC(=O)N/N=C/c2cc(C)n(-c3ccccc3)c2C)S(C)(=O)=O)c(C)c1 | -18 | -3 | 6 | -0.1 | -1 | -1.2 | 0.2 | 2 | -15
COc1cnc(-c2ccccn2)nc1Oc1ccc(Cl)cc1 | -23 | 24* | -6 | 0.1 | 1 | 2.8 | 0.7 | 0 | -2
O=C(c1ccco1)N1CCN(C(=O)c2ccccc2OCc2ccccc2)CC1 | -15 | -10 | -4 | 2.1 | . | 0.1 | 0.6 | 2 | 0
C/C(=N\NC(=O)c1ccc(F)cc1)c1ccccn1 | -10 | -7 | 14 | 1.5 | 11 | -1.1 | 0.7 | 19 | -16
Cc1cccc(Oc2nc(-c3ccccn3)nc3ccccc23)c1 | -4 | -7 | 7 | 0.1 | 2 | -3.2 | -0.6 | -20 | 1
COc1ccc(OC)c(NC(=O)c2ccccc2N(Cc2ccccc2)S(C)(=O)=O)c1 | -25 | -12 | -14 | 1.2 | -8 | 0.1 | -0.2 | 5 | -4
CC[C@]12c3[nH]c4ccc(OC)cc4c3CCN1C(=O)C(CC(=O)NCCCN(C)C)C[C@@H]2C(=O)N1CCN(C(=O)c2ccco2)CC1 (stereo partly specified) | 3 | -7 | 27 | 2.3 | . | . | . | -21 | .
CCCCN(CCCC)/C(N)=N/c1nc(C)cc(C)n1 | -15 | -3 | -11 | 0.1 | 7 | -0.8 | 0.5 | -13 | -10
O=C(OCc1cnc(Cl)s1)c1ccc(Cl)cc1 | 5 | -13 | -4 | 0.3 | -1 | -0.3 | 0.8 | -12 | -1
Cc1ccc(C)c(N2CCN(C(=O)CCc3nc(-c4ccc(Br)cc4)no3)CC2)c1 | -12 | -17 | 24 | 0.3 | . | . | . | -23 | .
CN1C(=O)c2ccc(C(=O)Nc3ccccc3O)cc2C1=O | -1 | 7 | 13 | 0.1 | -8 | 1.8 | 0.5 | 12 | -2
COc1ccc(NC(=O)COC(=O)CC2Sc3ccccc3NC2=O)cc1 (stereo unspecified) | . | 3 | -14 | 5.7 | . | . | . | 25 | .
COc1ccc(NC(=O)COc2ccc(-c3nn(C)c(=O)c4ccccc34)cc2)cc1 | -4 | -12 | 11 | 3.2 | -3 | 1.9 | 3.7 | 2 | -3
CCC(=O)c1c[nH]c(C(=O)NCc2cccnc2)c1 | 2 | 8 | -12 | 0.1 | -10 | -0.7 | 0.1 | 21 | -5
FC(F)(F)c1ccccc1NC(=S)N/N=C1\CC2CC=CC12 (stereo unspecified) | . | -6 | 10 | -0.1 | -3 | . | . | -16 | .
OC(CN1CCNCC1)Cn1ccc2ccccc21 (stereo unspecified) | -16 | . | . | . | -3 | 2.6 | 0.6 | . | 2
CC(C)(C)N(Cc1ccccc1)C(=O)c1cc2ccccc2o1 | -25 | -2 | 8 | -0.3 | -22 | -2.1 | -0.3 | 6 | -15

A section taken from the entries so far, for reference:
SMILES | CHO parental Ca | CHO-K1 Ca antag | M1 PAM parental | M1 ag parental | GPR7 antagonist | OXTR ag | V1aR counter | TAAR1 antagonist | OXTR potentiate
O=C(c1ccco1)N1CCN(C(=O)c2ccccc2OCc2ccccc2)CC1 | -15 | -10 | -4 | 2.1 | . | 0.1 | 0.6 | 2 | 0
C/C(=N\NC(=O)c1ccc(F)cc1)c1ccccn1 | -10 | -7 | 14 | 1.5 | 11 | -1.1 | 0.7 | 19 | -16
Cc1cccc(Oc2nc(-c3ccccn3)nc3ccccc23)c1 | -4 | -7 | 7 | 0.1 | 2 | -3.2 | -0.6 | -20 | 1
COc1ccc(OC)c(NC(=O)c2ccccc2N(Cc2ccccc2)S(C)(=O)=O)c1 | -25 | -12 | -14 | 1.2 | -8 | 0.1 | -0.2 | 5 | -4
CC[C@]12c3[nH]c4ccc(OC)cc4c3CCN1C(=O)C(CC(=O)NCCCN(C)C)C[C@@H]2C(=O)N1CCN(C(=O)c2ccco2)CC1 (stereo partly specified) | 3 | -7 | 27 | 2.3 | . | . | . | -21 | .
CCCCN(CCCC)/C(N)=N/c1nc(C)cc(C)n1 | -15 | -3 | -11 | 0.1 | 7 | -0.8 | 0.5 | -13 | -10
O=C(OCc1cnc(Cl)s1)c1ccc(Cl)cc1 | 5 | -13 | -4 | 0.3 | -1 | -0.3 | 0.8 | -12 | -1
Cc1ccc(C)c(N2CCN(C(=O)CCc3nc(-c4ccc(Br)cc4)no3)CC2)c1 | -12 | -17 | 24 | 0.3 | . | . | . | -23 | .
CN1C(=O)c2ccc(C(=O)Nc3ccccc3O)cc2C1=O | -1 | 7 | 13 | 0.1 | -8 | 1.8 | 0.5 | 12 | -2

Further entries follow.
SMILES | CHO parental Ca | CHO-K1 Ca antag | M1 PAM parental | M1 ag parental | GPR7 antagonist | OXTR ag | V1aR counter | TAAR1 antagonist | OXTR potentiate
O=C(Nc1ccc(O)c(-c2nc3ccccc3s2)c1)c1cccs1 | -17 | 1 | -1 | -0.3 | -6 | -1.3 | 0.5 | 6 | -6
O=C(NCc1ccncc1)C(=O)Nc1nc(C23CC4CC(CC(C4)C2)C3)cs1 | -14 | 9 | 3 | 3.4 | -19 | 0.8 | 4.5 | 50* | -8
COc1ccccc1NC(=O)CSc1nc(=O)n(CCN(C)C)c2c1CCCC2 | -22 | 8 | 10 | 0.8 | . | 0.8 | -0.6 | 1 | 1
COc1ccc(CCNC(=O)c2nnn(CC(=O)Nc3ccccc3C)c2N)cc1OC | -16 | 7 | -1 | -0.7 | -6 | -0.9 | 0.2 | -12 | -15
O=C(Nc1ccc(N2CCOCC2)cc1)c1cccc2c(Br)cccc12 | -13 | -7 | 6 | 3.3 | 3 | 1.5 | 1.3 | -9 | -3
O=C(NCc1cccnc1)c1cc(C2CCCCN2C(=O)c2ccc(Cl)cc2)on1 (stereo unspecified) | . | 10 | -1 | -0.1 | . | . | . | -23 | .
COc1ccc(S(=O)(=O)NCC2CCC(C(=O)NCc3ccc(F)cc3)CC2)cc1 (stereo unspecified) | -11 | -14 | -6 | 0.6 | 3 | 1.7 | 3.0 | 2 | -1
O=C(NCCc1ccc(F)cc1)C1CCCCC1 | -5 | 11 | -8 | -0.2 | -1 | -0.6 | 0.3 | -13 | 15
COC(=O)Cn1c(=NC(=O)C2COc3ccccc3O2)sc2cc(S(N)(=O)=O)ccc21 (stereo unspecified) | -5 | -5 | 12 | 2.8 | -9 | 0.9 | 1.6 | 20 | -8
COc1ccccc1NC(=O)CCS(=O)(=O)c1cc2c(cc1Cl)NC(=O)CO2 | -6 | -8 | 11 | 2.2 | 4 | -0.5 | 1.8 | -9 | 1
Cc1cc(NC(=O)Cn2c(=O)oc3ccccc32)no1 | -6 | -9 | -6 | -0.2 | . | 0.5 | 0.9 | 6 | -3
COC(=O)c1ccc(NCc2c(O)ccc(O)c2Br)cc1Cl | . | 11 | -4 | 0.2 | . | . | . | 9 | .
CCCc1cc(C(=O)OC)c(NC(=O)CCCC(=O)O)s1 | -10 | -8 | 14 | 0.6 | -5 | 1.8 | 1.3 | 25 | -5
COc1ccc(Cl)cc1S(=O)(=O)Nc1cccc(C(=O)O)c1 | 5 | -4 | 14 | 1.1 | 1 | 0.2 | 0.8 | 23 | 0
CCc1ccccc1Nc1nc(N)nc(COC(=O)C2=COCCO2)n1 | -3 | 1 | 11 | -0.1 | . | 0.2 | 1.0 | -11 | -7
CCCOc1ccc(OCC(=O)c2[nH]c(C)c(C(C)=O)c2C)cc1 | -1 | 20 | -13 | 7.4 | -7 | 14 | 7.8 | . | -7
Nn1c(SCC(=O)Nc2ccc(S(=O)(=O)N3CCCC3)cc2)nnc1C(F)(F)F | -3 | 0 | 9 | 0.3 | -13 | 0.8 | 1.0 | -4 | -10
C/C(N)=C(/C#N)C(=O)CSc1nnc(-c2ccc(OC(F)F)cc2)o1 | -19 | -6&-10 | 6&-6 | 1.6&9.0 | -8 | 11 | 3.3 | -2&21 | -9
CCn1cc(CN2CCC(n3nccc3NC(=O)C3CCCC3)CC2)cn1 | -12 | -16 | -5 | 0.4 | -14 | 0.4 | -0.2 | 3 | 0
COc1cccc2c1OCC/C2=N\NC(=O)COc1ccccc1C | -13 | -6 | 13 | 1.1 | -11 | 3.1 | 1.9 | -1 | -9
COc1ccc(C(=O)Nc2cc3c4c(c2)C(C)C(=O)N4CCC3)cc1OC (stereo unspecified) | -8 | -11 | 11 | 0.5 | . | -0.3 | -0.7 | -1 | -4
CC(C)N(C(=O)Cn1cc(SCC(=O)N2CCCC2)c2ccccc21)C(C)C | -8 | 1 | 11 | 0.3 | -2 | -0.9 | -0.4 | -12 | 3
O=C(NC(=S)Nc1ccc(Oc2ccccc2)cc1)c1ccc(Cl)cc1 | -17 | -6 | -6 | -0.1 | 2 | -0.1 | 0.8 | 30 | -4
O=C(Nc1nc(-c2ccc(-c3ccccc3)cc2)cs1)c1cc([N+](=O)[O-])ccc1N1CCOCC1 | 5 | -6 | 0 | -0.3 | -14 | 2.0 | -0.6 | -18 | -3
CSc1nsc(/C=C/Nc2ccc(F)cc2)c1C#N | -9 | -6 | 7 | 0.2 | 7 | 0.8 | 1.6 | 0 | -8
CC1CCCCC1NC(=O)Cc1ccc(S(=O)(=O)N2CCOCC2)s1 (stereo unspecified) | -13 | 1 | 3 | 1.0 | . | -0.8 | -0.4 | -2 | -6
O=C(C=NNc1ccccc1)c1ccccc1 | . | -3 | -7 | -0.3 | . | . | . | -11 | .
CC(=O)c1ccc(N2CCN(C(=O)Cc3cccs3)CC2)cc1 | -4 | -7 | -3 | 2.1 | 4 | 5.0 | 2.7 | -10 | -1
Cc1ccccc1NC(=O)c1nn(C)c(C(=O)Nc2ccccc2C)c1[N+](=O)[O-] | -14 | 0 | -13 | 0.3 | -6 | 3.3 | 3.6 | 3 | 0
Oc1ccc(C[C@@H]2CNCCN2CCc2cc(C(F)(F)F)cc(C(F)(F)F)c2)cc1 | 6 | -6 | 7 | 2.2 | . | 13 | 7.7 | -7 | -12

Screening results deposited in PubChem by The Scripps Research Institute Molecular Screening Center.
